Screening data from PubChem.
RGS4 inhibitor – Inhibitors of Regulator of G Protein Signaling (RGS) 4: qHTS; Potency, µM (titrated, usually from 114 µM), inactives show at the top dose activity change, negative = inhibition, actives largely listed as inhibitors; Transcreener GDP fluorescence polarization, RGS4-accelerated GTP hydrolysis; actives 0.039% (n = 390,000); Regulator of G-protein signaling 4 (Homo sapiens), P49798; further: potency means the concentration at half of the fitted maximal effect; on the % scale 0 is the no-effect control and ±100 the full control effect; nearly all actives have a fitted effect of over 75% in size; some results filed as inactive show a strong effect at the top dose
Target sequence (P49798 whole entry, looked up): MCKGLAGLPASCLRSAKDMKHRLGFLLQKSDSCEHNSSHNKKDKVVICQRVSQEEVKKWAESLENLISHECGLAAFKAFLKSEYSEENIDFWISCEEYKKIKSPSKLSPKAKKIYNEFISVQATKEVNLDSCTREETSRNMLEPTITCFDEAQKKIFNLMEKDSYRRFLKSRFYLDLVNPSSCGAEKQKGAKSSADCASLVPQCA
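MLSMR compounds (23 nl, pin-transferred) preincubated 10 min at room temperature with a 500nM (2x) first reagent, then RGS4 at 900nM (2x) plus Transcreener GDP mix added; fluorescence polarization (620/688 nm) read before and after 90 min at 30 °C.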
TrxR1 substrate – qHTS Assay for Substrates of Mammalian Selenoprotein Thioredoxin Reductase 1 (TrxR1): qHTS; AID 588456, 2011; purified TrxR1 substrate turnover, NADPH consumption readout; Potency, µM (top dose mostly 114 µM), without a hit: top-dose activity change, negative = substrate turnover; actives 0.01% (n = 390,000); Thioredoxin reductase 1, cytoplasmic (Rattus norvegicus), O89049; further: potency means the concentration at half of the fitted maximal effect; on the % scale 0 is the no-effect control and ±100 the full control effect; nearly all actives have a fitted effect of over 50% in size
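Rat TrxR1, dispensed at 90 nM, was prereduced with 400 uM NADPH (final) for 5 min at ~22 deg C, then incubated with compound 15 min before 400 uM selenite. A first-read NADPH fluorescence drop versus no-compound background flagged substrates.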
LDHA inh – qHTS assay for inhibitors of human lactate dehydrogenase. L-lactate dehydrogenase A chain (Homo sapiens), P00338. activity change, % (values are at about 110 or 230 µM). actives 0.15% (n = 480,000). purified LDHA, NADH/diaphorase-resazurin fluorescence; active compounds read low; in the data active means activity change below about -30%; inconclusive means mostly about -25% to -30%;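 further: plate controls were DMSO wells for no effect and wells without enzyme for full effect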
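Human LDH5 (2 nM) was incubated with 0.06 mM NADH and 0.2 mM pyruvate for 5 min at room temperature in Tris pH 7.4. Remaining NADH was coupled through diaphorase/resazurin, and resorufin fluorescence was read at 0 and 20 min.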
Vif-APOBEC3G blk – qHTS for Inhibitors of Vif-A3G Interactions: qHTS; Potency, µM (titrated, usually from 46.1 µM), for the others: at the top dose activity, negative = active, usual class: inhibitors; HeLa A3G-eYFP + Vif (tagged APOBEC3G with the HIV-1 protein that degrades it), YFP fluorescence, overnight; DNA dC->dU-editing enzyme APOBEC-3G (Homo sapiens), Q9HC16; actives 0.076% (n = 410,000); AID 602310, 2012;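 further: potency means the concentration at half of the fitted maximal effect; on the % scale 0 is the no-effect control and ±100 the full control effect; nearly all actives have a fitted effect of over 60% in size; hits raise eYFP signal because A3G escapes Vif-driven loss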
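HeLa cells stably expressing Vif and C-terminally eYFP-tagged A3G, seeded overnight at 37 deg C, then exposed to compound by pintool overnight at 37 deg C. Rise in yellow fluorescence (Ex 488/Em 500-530, Acumen) marks blocked Vif-driven A3G degradation.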
rTrxR1 inhibitor – qHTS Assay for Inhibitors of Mammalian Selenoprotein Thioredoxin Reductase 1 (TrxR1): qHTS; AID 588453, 2011; Potency, µM (top dose mostly 114 µM), for inactives: at the top dose activity change, negative = inhibition, most hits filed as inhibitors; recombinant rTrxR1, NADPH fluorescence consumption, selenite substrate; actives 1% (n = 390,000); Thioredoxin reductase 1, cytoplasmic (Rattus norvegicus), O89049; further: potency means the concentration at half of the fitted maximal effect; on the % scale 0 is the no-effect control and ±100 the full control effect; nearly all actives have a fitted effect of over 65% in size
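Rat TrxR1 (90 nM in the dispensed reagent) was pre-reduced with 400 uM NADPH for 5 min at room temperature, then incubated with compound for 15 min. After 400 uM selenite was added, NADPH fluorescence (Ex 340/Em 450 nm) was followed for 8 min.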
USP1 inh – Inhibitors of USP1/UAF1: Primary Screen | Ubiquitin carboxyl-terminal hydrolase 1 (Homo sapiens), O94782 | recombinant USP1/UAF1, Ub-Rhodamine cleavage fluorescence | Potency, µM (highest dose often 57.1 µM), for the others: top-dose activity change, negative = inhibition, most hits filed as inhibitors | actives 0.23% (n = 390,000); further: potency means the concentration at half of the fitted maximal effect; on the % scale 0 is the no-effect control and ±100 the full control effect; nearly all actives have a fitted effect of over 60% in size; inactives centre near -12
Target sequence (O94782 whole entry, looked up): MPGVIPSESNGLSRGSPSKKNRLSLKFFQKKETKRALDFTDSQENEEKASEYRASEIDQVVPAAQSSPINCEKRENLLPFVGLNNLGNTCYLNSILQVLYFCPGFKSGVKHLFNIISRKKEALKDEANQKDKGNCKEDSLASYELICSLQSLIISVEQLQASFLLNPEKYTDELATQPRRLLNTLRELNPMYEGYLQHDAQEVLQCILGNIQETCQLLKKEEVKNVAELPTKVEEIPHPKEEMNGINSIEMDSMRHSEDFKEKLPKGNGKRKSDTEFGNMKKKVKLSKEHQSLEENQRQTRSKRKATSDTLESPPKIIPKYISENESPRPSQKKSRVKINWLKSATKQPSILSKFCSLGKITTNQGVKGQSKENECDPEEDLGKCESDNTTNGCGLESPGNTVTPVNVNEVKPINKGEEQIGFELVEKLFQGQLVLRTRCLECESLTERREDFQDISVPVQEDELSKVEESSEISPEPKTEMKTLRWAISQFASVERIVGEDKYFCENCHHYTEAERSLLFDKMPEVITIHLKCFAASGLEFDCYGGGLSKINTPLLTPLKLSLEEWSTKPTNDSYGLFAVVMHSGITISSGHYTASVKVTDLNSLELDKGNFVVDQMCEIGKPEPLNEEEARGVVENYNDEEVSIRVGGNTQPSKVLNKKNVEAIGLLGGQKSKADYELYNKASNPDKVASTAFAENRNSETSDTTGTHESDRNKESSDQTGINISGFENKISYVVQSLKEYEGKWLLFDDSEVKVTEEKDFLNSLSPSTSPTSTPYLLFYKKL
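Step one: compound is pinned into 1nM USP1/UAF1 in HEPES pH 7.8 buffer with TCEP. Step two: 15 min room-temperature incubation. Step three: Ub-Rho (150nM final) starts cleavage, tracked by fluorescence over six one-minute reads.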
IDH1 R132H inh – qHTS for Inhibitors of mutant isocitrate dehydrogenase 1 (IDH1): qHTS. Isocitrate dehydrogenase [NADP] cytoplasmic (Homo sapiens), O75874. AID 602179, 2012. actives 0.093% (n = 390,000). Potency, µM (top dose mostly 76.6 µM), for the others: top-dose activity change, negative = inhibition, most hits filed as inhibitors. IDH1-R132H enzyme, NADPH consumption, diaphorase/resazurin fluorescence; further: potency means the concentration at half of the fitted maximal effect; on the % scale 0 is the no-effect control and ±100 the full control effect; nearly all actives have a fitted effect of over 65% in size
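IDH1-R132H (0.5 ug/mL dispensed) in pH 7.5 Tris buffer was preincubated 30 min with compound, then given a substrate mix of 0.016 mM NADPH and 2 mM alpha-KG for 80 min at room temperature; remaining NADPH was read by diaphorase/resazurin fluorescence.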
GRP78 ERSR act – qHTS for Inducers of the Endoplasmic Reticulum Stress Response (ERSR) in Human Glioma: qHTS; U87-MG GRP78 promoter luciferase reporter, 16 h; Potency, µM, for the others: at the top dose activation, actives largely listed as activators; actives 0.02% (n = 420,000); AID 602332, 2012; further: potency means the concentration at half of the fitted maximal effect; series mostly up to about 76 µM; % of control where 0% means no effect; nearly all actives have a fitted effect of over 35% in size
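Stably transfected U87-MG human glioma cells carrying a GRP78-based luminescent sensor were seeded at 1000 cells/well, pin-dosed with compounds and incubated 16 h. Luciferase reagent was then added, and end-point luminescence was read after 10 min at room temperature.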
Vif-APOBEC3F blk – qHTS for Inhibitors of Vif-A3F Interactions: qHTS | Potency, µM (series often up to 46.1 µM), for the others: at the top dose activity, negative = active | HeLa A3F-eYFP + Vif (tagged APOBEC3F with the HIV-1 protein that degrades it), YFP fluorescence increase | actives 0.2% (n = 390,000); further: potency means the concentration at half of the fitted maximal effect; % of control where 0% means no effect; nearly all actives have a fitted effect of over 65% in size
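HeLa cells stably expressing A3F-eYFP plus Vif, plated and incubated overnight at 37 deg C, then exposed to compounds overnight at 37 deg C. Blocked degradation read as raised yellow fluorescence (Ex 488/Em 500-530).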
An asterisk follows results filed as active; [ ] = another dose, or the depositor's remark. Unless noted, the call rests on the fitted dose curve; in most records, active means well fitted curve in the direction sought with a large enough effect; inconclusive means small, poorly fitted or top-dose-only effect, or another doubt; inactive means no such curve, though single readings can be large; an effect the other way counts as inactive or inconclusive.

CCc1cccc(C)c1NC(=O)Cn1cc2c(n1)CCCC2 was read as RGS4 inhibitor -4%, TrxR1 substrate -3%, LDHA inh 1, Vif-APOBEC3G blk 2%, rTrxR1 inhibitor 2%, USP1 inh -15%, IDH1 R132H inh -8%, GRP78 ERSR act -3% and Vif-APOBEC3F blk 1%.
For CCOc1ccc(N2CC(C(=O)Nc3nnc(Cc4ccc(OC)cc4)s3)CC2=O)cc1 (stereo not drawn) the results were RGS4 inhibitor 19%, TrxR1 substrate 2%[57.1 µM], LDHA inh -12, Vif-APOBEC3G blk -3%, rTrxR1 inhibitor 21%[57.1 µM], USP1 inh -22%, IDH1 R132H inh -5%, GRP78 ERSR act -1% and Vif-APOBEC3F blk -4%.
Screening Cc1ccc(C(=O)Nc2nnc(S(=O)(=O)Nc3ccccc3C)s2)cc1C returned RGS4 inhibitor 7%, TrxR1 substrate 3%[57.1 µM], LDHA inh -10, Vif-APOBEC3G blk -11%, rTrxR1 inhibitor 3%[57.1 µM], USP1 inh -3%, IDH1 R132H inh 0%, GRP78 ERSR act 18% and Vif-APOBEC3F blk -8%.
`CCCCCCn1c(=O)n2n(c1=O)[C@@H]1CN(S(=O)(=O)c3ccc(C)cc3)C[C@]1(O)[C@@H](OC(=O)NCc1ccco1)C2` gave LDHA inh 1, Vif-APOBEC3G blk 2%, USP1 inh -24%, IDH1 R132H inh 5%, GRP78 ERSR act 2% and Vif-APOBEC3F blk -5%.
`COc1cc2ccccc2cc1C(=O)N/N=C/c1cccs1` gave LDHA inh 0, Vif-APOBEC3G blk inconclusive, USP1 inh 3%, IDH1 R132H inh 11%, GRP78 ERSR act 0% and Vif-APOBEC3F blk -19%.
For CCOc1ccc(CCNC(=O)c2ccc(N3CCCC3=O)cc2)cc1OCC the results were RGS4 inhibitor -43%, TrxR1 substrate 3%[57.1 µM], LDHA inh -1, Vif-APOBEC3G blk 5%, rTrxR1 inhibitor 9%[57.1 µM], USP1 inh -12%, IDH1 R132H inh 3%, GRP78 ERSR act -3% and Vif-APOBEC3F blk -2%.
CCOC(=O)N1CCC(N2CCCC(CO)(Cc3ccccc3C)C2)CC1 (stereo not drawn) was read as RGS4 inhibitor -11%, TrxR1 substrate 4%, LDHA inh -2, Vif-APOBEC3G blk -4%, rTrxR1 inhibitor 9%, USP1 inh -23%, IDH1 R132H inh -7%, GRP78 ERSR act 2% and Vif-APOBEC3F blk 2%.
Screening C[C@@H]1CN([C@H](C)CO)C(=O)c2c(c3ccccc3n2C)-c2ccccc2CO[C@@H]1CN(C)Cc1ccc(O)cc1 returned LDHA inh 5, Vif-APOBEC3G blk 0%, USP1 inh 3%, IDH1 R132H inh 3%, GRP78 ERSR act -2% and Vif-APOBEC3F blk 7%.
`COc1cccc(-c2nnc(SCCOc3ccc4c(C)cc(=O)oc4c3)o2)c1` gave RGS4 inhibitor -3%, TrxR1 substrate -18%[57.1 µM], LDHA inh -1, Vif-APOBEC3G blk 0%, rTrxR1 inhibitor 10%[0.457 µM], USP1 inh -22%, IDH1 R132H inh 9%, GRP78 ERSR act 5% and Vif-APOBEC3F blk -1%.
Screening O=C(NCCn1cccn1)c1ccc(OC2CCN(C(=O)C3CC3)CC2)cc1 returned RGS4 inhibitor 21%, TrxR1 substrate 5%, LDHA inh -10, Vif-APOBEC3G blk -1%, rTrxR1 inhibitor 13%, USP1 inh -8%, IDH1 R132H inh 5%, GRP78 ERSR act 2% and Vif-APOBEC3F blk 0%.
Screening COc1cccc(CN(C)C(=O)C2CCC(=O)N(Cc3cccc(F)c3)C2)c1 (stereo not drawn) returned RGS4 inhibitor 0%, TrxR1 substrate 0%, LDHA inh -1, Vif-APOBEC3G blk 3%, rTrxR1 inhibitor 3%, USP1 inh -1%, IDH1 R132H inh -1%, GRP78 ERSR act -3% and Vif-APOBEC3F blk 0%.
O=C(NC(=S)Nn1cnnc1)c1ccc(F)cc1Cl was read as RGS4 inhibitor -32%, TrxR1 substrate 0%, LDHA inh -16, Vif-APOBEC3G blk 0%, rTrxR1 inhibitor -13%, USP1 inh inconclusive, IDH1 R132H inh 2%, GRP78 ERSR act -2% and Vif-APOBEC3F blk 6%.
For COc1cccc(-c2nc(S(=O)(=O)c3ccc(C)cc3)c(N3CCCCCC3)o2)c1 the results were RGS4 inhibitor -3%, TrxR1 substrate 1%, LDHA inh -2, Vif-APOBEC3G blk 1%, rTrxR1 inhibitor 26%, USP1 inh -11%, IDH1 R132H inh -10%, GRP78 ERSR act -1% and Vif-APOBEC3F blk 1%.
CCn1c(CN2CCN(C)CC2)nc2cc(NC(=O)c3cc(OC)c(OC)c(OC)c3)ccc21 was read as RGS4 inhibitor -8%, TrxR1 substrate -4%, LDHA inh 3, Vif-APOBEC3G blk 1%, rTrxR1 inhibitor 6%, USP1 inh -11%, IDH1 R132H inh 20%, GRP78 ERSR act 0% and Vif-APOBEC3F blk 1%.
Screening O=C(NCC1COc2ccccc2O1)c1cc(S(=O)(=O)N2CCOCC2)c(Cl)cc1Cl (stereo not drawn) returned RGS4 inhibitor 6%, TrxR1 substrate -8%[57.1 µM], LDHA inh -2, Vif-APOBEC3G blk 1%, rTrxR1 inhibitor 8%, USP1 inh -4%, IDH1 R132H inh -3%, GRP78 ERSR act 0% and Vif-APOBEC3F blk -5%.
For CCN(CC)c1ccc(/C=C2\C(=O)N(c3nnc(C)c(=O)[nH]3)N=C2C)cc1 the results were RGS4 inhibitor inconclusive, TrxR1 substrate -4%, LDHA inh 2, Vif-APOBEC3G blk inconclusive, rTrxR1 inhibitor -3%, USP1 inh -28%, IDH1 R132H inh -4%, GRP78 ERSR act inconclusive and Vif-APOBEC3F blk inconclusive.
For C/C(=N/OC(=O)c1ccc(C)cc1)C(=O)c1ccc(Br)cc1 the results were RGS4 inhibitor 28%, TrxR1 substrate -6%, LDHA inh 1, Vif-APOBEC3G blk -1%, rTrxR1 inhibitor 3%, USP1 inh 4%, IDH1 R132H inh 3%, GRP78 ERSR act -1% and Vif-APOBEC3F blk 7%.
For Cc1noc(C)c1CCC(=O)N1CCCC(N2CCN(c3ccc(F)cc3)CC2)C1 (stereo not drawn) the results were RGS4 inhibitor 15%, TrxR1 substrate -4%, LDHA inh 3, Vif-APOBEC3G blk 0%, rTrxR1 inhibitor -3%, USP1 inh -5%, IDH1 R132H inh 4%, GRP78 ERSR act -4% and Vif-APOBEC3F blk -9%.
`COc1cccc(NC(=O)CCc2nnc3ccc(NCc4ccco4)nn23)c1` gave RGS4 inhibitor 9%[11.4 µM], TrxR1 substrate 7%, LDHA inh -3, Vif-APOBEC3G blk -3%, rTrxR1 inhibitor -20%, USP1 inh -7%, IDH1 R132H inh 2%, GRP78 ERSR act -3% and Vif-APOBEC3F blk 2%.
For Cc1ccccc1Cn1c(-c2cncs2)nc2ccccc21 the results were RGS4 inhibitor -24%, TrxR1 substrate -3%, LDHA inh 2, Vif-APOBEC3G blk -14%, rTrxR1 inhibitor -1%, USP1 inh -20%, IDH1 R132H inh 5%, GRP78 ERSR act 2% and Vif-APOBEC3F blk -5%.
Screening Cc1ccc(N2C(=O)CC(Cc3cc(C)cc(C)c3)C2=O)cc1 (stereo not drawn) returned RGS4 inhibitor 13%, TrxR1 substrate -6%, LDHA inh 2, Vif-APOBEC3G blk -7%, rTrxR1 inhibitor 7%, USP1 inh -11%, IDH1 R132H inh -8%, GRP78 ERSR act -3% and Vif-APOBEC3F blk 12%.
`COc1ccc(CN2CCN(Cc3c[nH]c4ccccc34)CC2CCO)c(F)c1` (stereo not drawn) gave RGS4 inhibitor -6%, TrxR1 substrate 7%[57.1 µM], LDHA inh -9, Vif-APOBEC3G blk -1%, rTrxR1 inhibitor 5%[57.1 µM], USP1 inh -10%, IDH1 R132H inh 1%, GRP78 ERSR act -2% and Vif-APOBEC3F blk 7%.
`COc1ccccc1NC(=O)c1ccc(Cl)c(S(=O)(=O)NCc2ccco2)c1` gave RGS4 inhibitor -16%, TrxR1 substrate -2%, LDHA inh 0, Vif-APOBEC3G blk -3%, rTrxR1 inhibitor -23%, USP1 inh -3%, IDH1 R132H inh 1%, GRP78 ERSR act -2% and Vif-APOBEC3F blk 5%.
Screening O=C(c1ccccc1Cl)N1CCCCC1CCN1CCOCC1 (stereo not drawn) returned RGS4 inhibitor -4%, TrxR1 substrate -4%, LDHA inh 0, Vif-APOBEC3G blk 2%, rTrxR1 inhibitor 6%, USP1 inh -25%, IDH1 R132H inh 11%, GRP78 ERSR act -3% and Vif-APOBEC3F blk 0%.

A portion of the library; rates above refer to the full screens.
